# Compound activity as filed in PubChem BioAssay.
# Kir21 block: inhibitors of mouse Kir2.1 inward-rectifier potassium channel. Inward rectifier potassium channel 2 (Mus musculus), P35561. HEK293-Kir2.1, FluxOR thallium flux fluorescence; hits give low values. B-score at 10 µM. 0.85% of 310,000 active. AID 1672, 2009;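 active = fluorescence ratio B-score at or below minus 3 SD of library scores, with starting-brightness B-score within 2 SD, cut at about -4.2 in these data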;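 also: channel flux triggered by added potassium and thallium sulfate stimulus; B-score of peak minus minimum fluorescence over baseline after thallium stimulus; more negative B-score means stronger Kir2.1 block with less thallium influx; some compounds called inactive have numbers as strong as hits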
# Target sequence (P35561 whole entry, looked up): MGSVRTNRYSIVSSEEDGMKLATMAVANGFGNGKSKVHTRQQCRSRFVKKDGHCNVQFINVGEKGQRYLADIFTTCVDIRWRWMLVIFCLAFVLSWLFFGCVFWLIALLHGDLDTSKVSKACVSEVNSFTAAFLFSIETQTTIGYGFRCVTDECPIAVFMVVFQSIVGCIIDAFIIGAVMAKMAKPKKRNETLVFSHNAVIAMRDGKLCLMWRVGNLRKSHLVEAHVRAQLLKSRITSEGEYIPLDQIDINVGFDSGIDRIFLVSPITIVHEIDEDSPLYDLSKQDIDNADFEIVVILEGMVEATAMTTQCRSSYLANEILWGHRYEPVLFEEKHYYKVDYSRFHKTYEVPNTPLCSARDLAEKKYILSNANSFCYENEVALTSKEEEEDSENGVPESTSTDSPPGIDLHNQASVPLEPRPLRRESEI
# KCNQ2 inh: KCNQ2 potassium channel inhibitors, primary screen, cell-based, CHO-K1, FluxOR thallium flux, B-score (AID 2156) | B-score at 10 µM | 20 min; hits give low values | 1.1% of 310,000 active;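 active = fluorescence ratio B-score at most minus 3 library SDs, with starting brightness B-score within 2 library SDs, cut at about -5.5 in these data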
# The depositor's hits bear a star; i = inactive.
Kir21 block,KCNQ2 inh,smiles
-2.75,i,CN1CCN(CC(=O)Nc2ccccc2Sc2ccccc2)CC1
-3.48,i,O=C(NCC(=O)N(Cc1cccs1)C(C(=O)NC1CCCC1)c1ccco1)c1cccs1 (stereo unspecified)
0.7,i,Cc1ccc(NC(=O)Cn2c(=O)n(CCCC(=O)NCc3ccco3)c(=O)c3ccccc32)cc1
-2.25,i,CCOc1ccccc1C=Nc1ccccc1C(=O)Nc1ccccc1
-3.94,i,N#Cc1cn(CCCOc2ccccc2)c2ccccc12
0.83,i,CC(C)(C)c1ccc(C(=O)NC(=S)NNC(=O)c2cccs2)cc1
0.18,i,S=C1NC[C@H](c2ccccc2)N1CCCCC1CCCCC1
0.13,i,O=C(Nc1ccccc1C(=O)N1CCOCC1)c1ccc(Br)cc1
-0.1,i,Cc1nc(CC(=O)c2ccc(O)c(C)c2O)cs1
0.03,i,CC1CCCN(S(=O)(=O)c2ccc([N+](=O)[O-])cc2)C1 (stereo unspecified)
-1.82,i,O=C1c2ccccc2CCC12N=NCC2c1ccc(Cl)cc1 (stereo unspecified)
-0.02,i,O=C(N/N=C/c1cccnc1)c1cc2ccccc2o1
-0.45,i,CN(C)C(=O)C1C2NC(=S)N(c3ccccc3)C1(C)Oc1ccccc12 (stereo unspecified)
-1.09,i,CCCC(=O)NCc1ccccc1Cl
0.19,i,COC(=O)c1cccc(NC(=S)Nc2cccc(Cl)c2C)c1
0.63,i,Cc1cccc(NC(=O)CSc2nnnn2-c2ccc3c(c2)OCCO3)n1
-2.01,i,CCOC(=O)/C=C1\Nc2ccccc2SC1=O
1.46,i,COc1ccccc1N1CCN(C(CNS(=O)(=O)c2cc(F)ccc2F)c2cccnc2)CC1 (stereo unspecified)
2.13,i,N#CC1=C(N)NC(SCC(=O)Nc2ccc(Br)cc2)=C(C#N)C12CCCCC2
-0.94,i,O=C(COC(=O)CCCOc1ccc(Cl)cc1Cl)NCc1ccccc1
0.14,i,O=C(COC(=O)Cc1c(Cl)cccc1Cl)NCC1CCCO1 (stereo unspecified)
0.63,i,COc1ccc(NS(=O)(=O)c2ccc3oc(=O)c4[nH]c(=O)c(=O)n(C)c4c3c2)cc1
0.85,i,COC(=O)c1ccc(CNC(=O)C2CCC(=O)N(CCN3CCOCC3)C2)cc1 (stereo unspecified)
1.74,i,COc1ccccc1NC(=O)c1cc2cc(Br)ccc2cc1O
-0.02,i,CCn1c(SCC(=O)N/N=C/c2ccccc2OCC(=O)O)nnc1-c1ccc(C(C)(C)C)cc1
-0.41,i,COC(=O)[C@@H]1CC(O)CN1C(=O)C12CC3CC(CC(C3)C1)C2 (stereo partly specified)
-0.01,i,CCN(CC)CC(C)(C)COC(=O)c1oc2ccccc2c1C
0.21,i,Cc1cc(OCC(=O)c2ccc(Br)cc2)ccc1N1C(=O)CCC1=O
-0.29,i,CCOCCOC(=O)C(C)Sc1n[nH]c(=O)[nH]c1=O (stereo unspecified)
-0.21,i,COc1cc(Cl)cc(NC(=O)CCN2CCN(C)CC2)c1
-1.02,i,CC1(C)Cc2c(sc(NC(=O)COc3ccc(Cl)cc3)c2C#N)C(C)(C)N1
0.74,i,O=C(O)Cc1ccc2sc(-c3ccccc3)nc2c1
-0.08,i,O=C(CCS(=O)(=O)c1ccc(Cl)cc1)OCC(=O)N1CCCCC1
1.41,i,CC(NC(=O)COc1ccccc1Cl)c1ccccc1 (stereo unspecified)
-0.16,i,CCC[n+]1c(C)sc2c3c(ccc21)CCCC3
0.85,i,COc1ccc(C2CC(C(F)(F)F)n3nc(C(=O)NCc4cn(C)nc4C)c(Cl)c3N2)cc1 (stereo unspecified)
0.31,i,COc1ccc(/C=C/CN2CCN(Cc3cccc(OC)c3)C(CCO)C2)cc1 (stereo unspecified)
-0.07,i,Cc1cc(C)c(NC(=O)CN2CCCCCC2)c(C)c1
-1.2,i,COc1ccc(-c2cc3c(=O)n(CC(=O)NCCCN4CCC(N5CCCCC5)CC4)nc(C)n3n2)cc1
1.29,i,COc1ccccc1NC(=O)COC(=O)C12CC3CC(CC(Cl)(C3)C1)C2
0.53,i,C/C=C(\C)C(=O)NCCN1C2=NC[C@H](Cc3ccc(O)cc3)N2C[C@@H]1Cc1ccc(OC)cc1
-1.11,i,Cc1ccc(C(=O)Nc2ccccc2C(=O)O)cc1S(=O)(=O)NC1CCCCC1
0.61,i,CN(C)c1ccc(N2C(=O)CC(Sc3ccccc3C(=O)O)C2=O)cc1 (stereo unspecified)
0.01,i,COc1ccc2c(CCNC(=O)/C=C/c3ccc(OC)c(OC)c3)c[nH]c2c1
1.25,i,COc1ccc(S(=O)(=O)N2CCCC2CNC(=O)C(=O)NCc2ccccn2)cc1 (stereo unspecified)
0.68,i,CN1C(C(=O)NCc2cccc(Br)c2)CC2Cn3c(nc4cc5ccccc5cc43)C21 (stereo unspecified)
-0.52,i,CCCCCNC(=O)c1ccc2c(=O)n(CCOC)c(=O)[nH]c2c1
1.82,i,COc1cccc(N2C(=O)CC(NNc3nc4ccccc4s3)C2=O)c1 (stereo unspecified)

# Complete entries from above. Order of screens: Kir21 block	KCNQ2 inh
# Shown for COc1ccccc1NC(=O)COC(=O)C12CC3CC(CC(Cl)(C3)C1)C2 : 1.29	i
# Shown for COc1ccc(-c2cc3c(=O)n(CC(=O)NCCCN4CCC(N5CCCCC5)CC4)nc(C)n3n2)cc1 : -1.2	i
# Shown for CN(C)c1ccc(N2C(=O)CC(Sc3ccccc3C(=O)O)C2=O)cc1 (stereo unspecified) : 0.61	i
# Shown for COc1ccc(/C=C/CN2CCN(Cc3cccc(OC)c3)C(CCO)C2)cc1 (stereo unspecified) : 0.31	i
# Shown for COc1ccc2c(CCNC(=O)/C=C/c3ccc(OC)c(OC)c3)c[nH]c2c1 : 0.01	i

# Additional records.
Kir21 block,KCNQ2 inh,smiles
-1.49,i,CCc1ccccc1N1C(=O)CC(Sc2nccc(C)n2)C1=O (stereo unspecified)
0.04,i,CCO[C@@H]1OC(C(=O)N2CCOCC2)=C[C@H](c2ccc(Br)cc2)[C@H]1CCCO
-0.23,i,Cc1cc(C(=O)Cn2nc(C(=O)O)c3ccccc3c2=O)c(C)n1CCc1ccc(F)cc1
0.9,i,C=CCN(C(=O)c1csnn1)C(C(=O)NC(C)(C)C)c1ccncc1 (stereo unspecified)
0.53,i,COc1cc2c(cc1OC)CN(Cc1ccc(F)cc1)CC2
0.67,i,Cc1cc(-c2nnc(SCC(=O)Nc3nc(-c4ccccc4)cs3)o2)no1
-0.18,i,S=C1NCN(Cc2ccccc2)CN1C1CCCCC1
0.36,i,CCC1Oc2ccc(C)cc2N(CC(=O)NCC2CCCO2)C1=O (stereo unspecified)
-0.23,i,Cc1cc(SCCC(=O)O)nc2c(C)cccc12
0.42,i,CN1CCN(S(=O)(=O)c2cccc(C(=O)Oc3cccc(C#N)c3)c2)CC1
-1.14,i,CCCCCc1c(C)nc(N2CCOCC2)[nH]c1=O
0.21,i,Cc1ccccc1OCC(=O)Nc1ccc(Cc2ccncc2)cc1
-2.01,i,O=C(NC(Cc1ccccc1)C(=O)NCc1ccccn1)c1ccco1 (stereo unspecified)
1.29,i,COCCN1C(=O)C(=O)/C(=C(/O)c2ccc(S(=O)(=O)N3CCOCC3)cc2)C1c1cccc(O)c1 (stereo unspecified)
0.47,i,Cn1c(=O)c2[nH]c(N3CCN(c4ccccc4)CC3)nc2n(C)c1=O
-0.02,i,CC1(C)CC(=O)C=C(NCCN2CCN(C(=O)Nc3ccccc3)CC2)C1
-0.81,i,CCOc1ccc(NS(=O)(=O)c2ccc(N)cc2)cc1
0.71,i,CCCCNc1nc(=S)n(-c2ccccc2)c(C)c1C(C)=O
0.91,i,O=S1(=O)N=C(N2CCCc3ccccc32)c2ccccc21
0.05,i,COc1ccc(C2=NO[C@@H]3C(=O)N(c4ccc(C)cc4C)C(=O)[C@H]23)cc1OC
-0.96,i,O/N=C(/c1ccc(Cl)cc1)C1CC1c1ccccc1 (stereo unspecified)
0.61,i,Cc1cccc(NC(=O)CSc2nc3c([nH]c4ccccc43)c(=O)n2C)c1
-0.21,i,CCCCc1ccc(NC(=O)CSc2nnc(CNC(=O)c3ccco3)o2)cc1
0.68,i,O=C(Nc1ccccc1C(F)(F)F)c1cc(-c2cccc(O)c2)on1
-1.46,i,Cc1ccccc1OCCSc1nc2ncnc(N)c2[nH]1
0.14,i,Cc1ccc(-n2nc(C)c(C3(O)C(=O)N(C)c4ccccc43)c2N)cc1 (stereo unspecified)
1.17,i,COC(=O)Nc1ccc(OCC(=O)N2CCOCC2)cc1
0.55,i,CC(C)(CO)CNC(=O)CCc1nnc(C2(c3ccc(Cl)cc3)CCC2)o1
0.15,i,COc1ccc(/C=N\NC(=O)CC(=O)Nc2cccc(Cl)c2)cc1OC
-0.94,i,COc1ccc(CNC(=O)CN(C(=O)CCC(=O)Nc2nccs2)c2ccc(C)cc2)cc1
-0.07,i,O=C(c1ccccc1)c1ccc(-n2cnnc2)c([N+](=O)[O-])c1
0.12,i,CCOCCn1c(SCc2ccccc2)nc2c1c(=O)[nH]c(=O)n2C
0.07,i,Cc1ccc(-n2cc(CNC(C)Cn3cncn3)c(-c3ccc(F)cc3)n2)cc1 (stereo unspecified)
-1.16,i,COc1cccc(/C=C/C(=O)OCC(=O)Nc2ccc(S(=O)(=O)N3CCCC3)cc2)c1
0.02,-7.24*,Cc1ccc(C2=N/C(=C\c3ccc(OS(=O)(=O)c4ccc(C)cc4)cc3)C(=O)O2)cc1
0.69,i,Cn1cc(CNC(=O)c2cc(-c3ccc(Br)cc3)nc3ccccc23)cn1

# Looked up by structure from above:
Kir21 block,KCNQ2 inh,smiles
0.69,i,Cn1cc(CNC(=O)c2cc(-c3ccc(Br)cc3)nc3ccccc23)cn1
0.07,i,Cc1ccc(-n2cc(CNC(C)Cn3cncn3)c(-c3ccc(F)cc3)n2)cc1 (stereo unspecified)
0.02,-7.24*,Cc1ccc(C2=N/C(=C\c3ccc(OS(=O)(=O)c4ccc(C)cc4)cc3)C(=O)O2)cc1
0.15,i,COc1ccc(/C=N\NC(=O)CC(=O)Nc2cccc(Cl)c2)cc1OC
1.17,i,COC(=O)Nc1ccc(OCC(=O)N2CCOCC2)cc1

# Filtered by structure, the compounds so far with a CF3 group.
Kir21 block,KCNQ2 inh,smiles
0.85,i,COc1ccc(C2CC(C(F)(F)F)n3nc(C(=O)NCc4cn(C)nc4C)c(Cl)c3N2)cc1 (stereo unspecified)
0.68,i,O=C(Nc1ccccc1C(F)(F)F)c1cc(-c2cccc(O)c2)on1

# (list continues)
Kir21 block,KCNQ2 inh,smiles
-0.55,i,COc1ccc(/C=C/C(=O)N(C)C2CCCCC2)cc1Br
0.03,i,COC(=O)[C@@H](Cc1c[nH]c2ccccc12)NC(=O)c1ccc2c(c1)OCO2
-0.5,i,C=CCN(c1ccccc1)S(=O)(=O)c1cccc(C(=O)N2CC(C)CC(C)C2)c1 (stereo unspecified)
1.16,i,CCOC(=O)N1CCN(Cc2nc(-c3cccc(Cl)c3)no2)CC1
0.06,i,Cc1nc2sc(C(c3ccc(C(C)C)cc3)N3CCN(CCO)CC3)c(O)n2n1 (stereo unspecified)
-0.33,i,O=c1[nH]c2ccc(NC(=S)Nc3ccc(Cl)cc3)cc2[nH]1
0.38,i,CC(=O)NN1C(=O)c2ccccc2NC1c1ccc([N+](=O)[O-])o1 (stereo unspecified)
3,i,O=C(CCN1C(=O)c2ccccc2S1(=O)=O)NCc1ccco1
0.15,i,O=C(CSc1nnc(NC(=O)c2ccccc2Cl)s1)NC1CC1
0.69,i,O=C(NC(CO)c1ccccc1)c1ccco1 (stereo unspecified)
0.08,i,CCN(CC)C(=O)CSc1nnc2c3ccccc3n(C)c2n1
1.2,i,CCOC(=O)N1CCC(NC(=O)c2cc3sccc3n2CC)CC1
0.88,i,O=C(OCn1nnc2ccccc2c1=O)c1ccc2ncsc2c1
-2.54,i,O=C(c1ccc(-n2cncn2)c([N+](=O)[O-])c1)N1CCN(S(=O)(=O)c2ccc(F)c(F)c2)CC1
0.1,i,Cc1ccc2nc(-c3ccc(NC(=O)CN(c4ccccc4C)S(C)(=O)=O)cc3)sc2c1
1.96,i,COc1ccc(-c2nsc(SCC(=O)Nc3ccc4c(c3)OCO4)n2)cc1
2.55,i,O=C(O)c1cc2c(cc1NC(=O)c1c(F)cccc1Cl)OCCCO2
-0.06,i,Cc1nc(NCCN2CCOCC2)c2nnn(Cc3c(F)cccc3Cl)c2n1
2.29,i,NC(=O)c1ccc(NC(=O)CN2CCN(C(=O)c3ccco3)CC2)cc1
0.04,i,CCn1c(C)nc2cc(C(=O)N/N=C/c3ccccc3)ccc21
0.83,i,CC(=O)Nc1ccc(OC/C=C(\C)Cl)cc1
-0.01,i,CCc1cc2cc(C)cc(C)c2[nH]c1=S
-0.11,i,COC(=O)CSc1c(-c2ccccc2)c2cc(Cl)ccc2[nH]c1=O
-0.05,i,CC(=O)Nc1ccc(C(=O)OC2CCOC2=O)cc1 (stereo unspecified)
1.05,i,C=CCOc1ccc(/C=N/Nc2ccccn2)cc1OC
1.45,i,CCOC(=O)CNc1ccc(C(=O)OCC)cc1[N+](=O)[O-]
-0.16,i,Cc1cc(Nc2ccc(F)cc2F)n2nc(C)nc2n1
0.25,i,Cc1[nH]c(=O)[nH]c(=O)c1S(=O)(=O)Nc1ccc(Br)cc1F
-0.29,i,COC1CC(C)NC(=S)N1 (stereo unspecified)
-0.64,i,Cc1cc(C(=O)NN)n[nH]1
0.01,i,CN1C(=O)C(CC(=O)N2CCN(C(c3ccccc3)c3ccccc3)CC2)N(C)C1=O (stereo unspecified)
0.63,i,Cc1cc(NC(=O)C(C)Oc2ccccc2)no1 (stereo unspecified)
-0.09,i,CN(C)c1oc(-c2ccccc2[N+](=O)[O-])nc1C#N
-0.98,i,COCCNC(=O)C1CC(c2cccc(F)c2)=NO1 (stereo unspecified)

# Compounds were not picked by outcome (roughly 1.8% active in at least one column).
